Assay outcomes: PubChem BioAssay, several laboratories
AI-2 QS modul – Vibrio harveyi AI-2 quorum sensing modulators, primary screen, JMH597 strain, luminescence/OD600 ratio; Vibrio harveyi JMH597 AI-2 luminescence/OD600 ratio, 9 h; hits give low values; strain lacks LuxN and CqsS sensors; 0 = neutral-control median; activity change, % at 7.5 µM; 300,000 tested, 0.4% active; AID 2094, 2009; in the data active means activity change below about -75%, passing the limit was not always enough;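 further: luminescence divided by OD600 gain over 9 h not by final OD600 alone; inactives centre near 13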
HSP90 refold inh – HSP90 inhibitors, primary screen, cell lysate, luminescence. inhibition, % at 5.6 µM. AID 1789, 2009. 290,000 tested, 0.91% active. Rabbit reticulocyte lysate, luciferase refolding luminescence, 3 h. Heat shock protein HSP 90 (rabbit reticulocyte lysate; luciferase refolding);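 active means inhibition above the screen-wide mean plus 3 SD, computed separately per campaign, cut at about 16% in these data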;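 further: 0% = DMSO wells and 100% = 60 µM geldanamycin wells; inhibitors lower the luminescence because luciferase stays unfolded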
KLF5 inhibitor – KLF5 expression inhibitors, primary screen, DLD-1 cells, luminescence. inhibition, % at 5 µM. 290,000 tested, 0.23% active. AID 1700, 2009. DLD-1 KLF5 promoter-luciferase reporter;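 active means inhibition above a per-plate limit of that plate's mean compound inhibition plus 3 SD, cut at about 60% in these data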;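 further: 0% = DMSO wells and 100% = LY294002 at 200 µM; higher means less KLF5 promoter-driven luciferase light; inactives centre near -14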
aSyn 5UTR inh – MLPCN primary screen, SNCA 5' untranslated region; alpha-synuclein 5'UTR reporter, inhibitor activity; inhibition, % (tested at 7.5 µM); 300,000 tested, 0.82% active; AID 1813, 2009; in the data active means inhibition above about 60%;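 further: H4 neuroglioblastoma cells stably carrying SNCA 5'UTR luciferase fusion; 0% = DMSO wells and 100% = positive control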
IEC-6 cytotox – cytotoxicity in IEC-6 intestinal epithelial cells, primary screen, cytotoxicity control for KLF5 inhibitor project, cell-based, luminescence; 290,000 tested, 0.78% active; IEC-6 cytotoxicity, luminescence viability; inhibition, % at 5 µM; in the data active means inhibition above about 22%;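 further: 0% = plate median of test compound wells and 100% = cytotoxic reference compound wells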
HSF1 activator – HSF-1 activators, primary screen, NIH3T3-HGL cells, MG132 stress, luminescence, single point; activation, % at 9 µM; NIH3T3-HGL HSF-1 luciferase reporter, 8 h; 100% = twice DMSO control signal; AID 504408, 2011; 300,000 tested, 1.7% active;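 active means mean replicate activation of at least 50% with a set share of replicates each reaching 50%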;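 further: 0% = median of the neutral control wells and 100% = twice that signal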
GSK3beta inhib – human GSK3beta kinase inhibitors, primary screen, biochemical, cell-free homogeneous, HTS; Glycogen synthase kinase-3 beta (Homo sapiens), P49841; GST-GSK3beta kinase, ADP-Glo luminescence, 60 min; hits give low values; activity score (negative = inhibition), % at 10 µM; 300,000 tested, 0.038% active; AID 2097, 2009;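 active means more than half of replicate wells score below -50%, meaning over 50% inhibition versus plate controls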;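 further: 0% = median DMSO wells and -100% = median GW8510 positive control wells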
Target sequence (P49841 whole entry, looked up): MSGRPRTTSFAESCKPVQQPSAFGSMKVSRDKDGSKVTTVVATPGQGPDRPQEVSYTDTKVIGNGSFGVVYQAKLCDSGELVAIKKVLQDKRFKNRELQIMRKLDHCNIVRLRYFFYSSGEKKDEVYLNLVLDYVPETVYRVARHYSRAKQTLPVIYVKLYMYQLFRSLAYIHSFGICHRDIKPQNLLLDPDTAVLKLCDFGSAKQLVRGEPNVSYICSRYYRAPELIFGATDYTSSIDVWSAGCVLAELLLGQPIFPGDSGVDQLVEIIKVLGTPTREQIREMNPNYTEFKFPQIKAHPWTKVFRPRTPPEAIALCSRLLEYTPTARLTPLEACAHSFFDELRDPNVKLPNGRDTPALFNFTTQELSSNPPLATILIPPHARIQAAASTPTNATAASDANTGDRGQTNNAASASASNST
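Assay system: GST-tagged human GSK3beta kinase, cell-free; Input: 1.6 ng GSK3beta; Medium: Tris/MgCl2 kinase buffer; Timing: 60 min enzyme reaction, room temperature; Signal: ADP-Glo luminescence quantifying ADP generated by kinase; Evaluation: score relative to plate controls; Benchmarks: DMSO neutral wells and GW8510 at 20 µM as positive.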
HSF1 inh – HSF1 inhibitors in luciferase reporter cells, primary screen, cell-based, NIH3T3, luminescence; NIH3T3-HGL HSE-luciferase, MG132-induced, luminescence 8 h; hits give low values; activity change, negative = inhibition, % at 7.5 µM (by protocol); 300,000 tested, 0.77% active; AID 2098, 2009;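 active means more than half of replicate wells show activity change below -50%, luminescence cut by over half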;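 further: luciferase reports HSF-1 transcriptional activity via heat shock element; 0% = median of DMSO wells and -100% = zero luminescence signal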
PolyA inh – polyadenylation inhibitors in yeast reporter cells, primary screen, luminescence, S. cerevisiae | S. cerevisiae SKY197-pL101 polyadenylation reporter, beta-gal luminescence; efflux-impaired pdr1/pdr3 knockout yeast; score 100 = 6 SD above DMSO | calls only at 12 µM | 300,000 tested, 0.02% active | AID 1875, 2009;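 active means lowest replicate activity score at least 50, where 100 means six control SD above control mean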;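 further: yeast exposed to compound for 9 h at 30 °C; higher score means more reporter readthrough which indicates perturbed polyadenylation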
GSK3 alpha inh – blockers of GSK3A enzyme activity – biochemical, luminescence, cell-free homogeneous, HTS, primary screen. Glycogen synthase kinase-3 alpha (Homo sapiens), P49840. GSK-3 alpha kinase, ADP-Glo luminescence, 60 min. inhibition, % at 10 µM. 320,000 tested, 0.1% active. AID 2650, 2010;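 in the data active means inhibition above about 50%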;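 further: GST-tagged GSK-3 alpha with peptide substrate and 25 µM ATP; 0% = DMSO neutral wells and 100% = GW8510 positive control wells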
Target sequence (P49840 whole entry, looked up): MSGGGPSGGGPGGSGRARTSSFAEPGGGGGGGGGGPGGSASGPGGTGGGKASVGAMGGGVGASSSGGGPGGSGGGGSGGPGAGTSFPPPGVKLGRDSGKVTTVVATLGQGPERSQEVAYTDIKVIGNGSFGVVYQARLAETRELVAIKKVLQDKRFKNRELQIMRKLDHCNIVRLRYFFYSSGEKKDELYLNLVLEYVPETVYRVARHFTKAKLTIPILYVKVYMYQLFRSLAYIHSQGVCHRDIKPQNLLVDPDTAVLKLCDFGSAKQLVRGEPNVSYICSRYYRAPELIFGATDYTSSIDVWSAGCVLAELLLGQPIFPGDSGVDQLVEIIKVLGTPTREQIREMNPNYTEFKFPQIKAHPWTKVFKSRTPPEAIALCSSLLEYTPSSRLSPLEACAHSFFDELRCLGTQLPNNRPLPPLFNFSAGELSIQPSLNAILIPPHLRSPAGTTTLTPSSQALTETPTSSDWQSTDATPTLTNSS
Numbers without * were called inactive; i = inactive; · = no result given. Only part of the results is shown, so the mix of outcomes need not match the whole.

SMILES	AI-2 QS modul	HSP90 refold inh	KLF5 inhibitor	aSyn 5UTR inh	IEC-6 cytotox	HSF1 activator	GSK3beta inhib	HSF1 inh	PolyA inh	GSK3 alpha inh
Cc1ccc(-c2nnc(SCC#CCOC(=O)c3cccs3)o2)cc1	13	2	-55	-71	-1	6	1	8	i	-5
O=S(=O)(Cc1noc(-c2ccc(Cl)cc2)n1)Cc1ccco1	24	2	-6	-26	10	24	2	11	i	-5
Cn1c(C(=O)NN)cc2cc(OCc3ccccc3)ccc21	10	·	·	-44	·	-86	0	-84*	i	-3
O=S(=O)(c1ccc2ccccc2c1)n1cnc2ccccc21	8	3	-12	1	3	3	-3	-1	i	0
COc1ccc(Cl)cc1NC(=O)c1cnc2sccn2c1=O	-12	-7	-21	-106	1	-8	1	7	i	-3
CN1CCN(C(=O)c2ccccc2N(Cc2ccccc2)S(C)(=O)=O)CC1	6	-1	-59	4	-5	-15	4	1	i	-1
CCCOc1ccc(C(=O)Nc2ccc(NC(=O)c3cccs3)cc2)cc1	19	-3	-46	-31	-1	-9	2	-10	i	1
CC(C)Cc1nnc(NC(=O)Cc2ccccc2[N+](=O)[O-])s1	-13	-3	-13	-19	-2	-14	0	3	i	0
O=C(NCCc1ccccc1)C1COc2ccccc2O1 (stereo unspecified)	17	-3	-73	-43	-7	2	4	8	i	-1
Nn1cnnc1SC1CCCCC1NS(=O)(=O)c1ccccc1 (stereo unspecified)	19	0	-23	2	-3	13	2	3	i	-3
CN(CC(=O)Nc1ccccc1Br)C(=O)c1cccn1C	7	·	·	7	·	-74	-5	-67*	i	2
O=C(CN1CCN(C(=S)NC2CCCC2)CC1)Nc1ccc(Oc2ccccc2)cc1	-9	0	0	-15	-2	-3	-1	-7	i	0
COc1ccccc1Nc1nc(N)nc(CSc2nnc(C)s2)n1	24	0	-25	-17	0	33	0	9	i	1
COc1ccc(CCC(=O)NNC(=O)Nc2ccc(OC)c(OC)c2)cc1	13	-2	-22	4	3	14	-1	-9	i	-2
CCCCc1nc(NCCNC(=O)c2ccccc2)c(C#N)c2c1CSC(C)(C)C2	27	3	1	21	-5	-3	0	4	i	0
O=C(CCN1C(=O)C2C3C=CC(C3)C2C1=O)N1CCN(c2cccc(Cl)c2)CC1 (stereo unspecified)	13	-1	-11	14	-2	4	2	-4	i	-3
Cc1ccc(C(=O)N/N=C/C=C/c2ccccc2)cc1	26	3	-2	-10	6	31	1	16	·	-2
CN(C)c1nc(N)nc(CSc2nnnn2-c2ccc(F)cc2)n1	20	7	9	-10	2	60*	3	20	i	4
CCN(CC(=O)Nc1ccc(NC(C)=O)cc1)C(=O)CCCc1nc2ccccc2c(=O)[nH]1	26	·	·	-5	·	4	3	2	i	-4
COc1ccccc1NC(=O)COc1ccc(/C=N/NS(=O)(=O)c2ccc(C)cc2)cc1	23	-1	7	9	5	7	-1	6	i	0
COc1ccc(N(C(C)C(=O)Nc2ccc(S(=O)(=O)N3CCCCC3)cc2)S(C)(=O)=O)cc1 (stereo unspecified)	21	18*	-13	14	1	-7	-3	3	i	0
O=C(N=Nc1c(O)[nH]c2ccc(Br)cc12)c1cc(-c2cccs2)nc2ccccc12	-4	2	-11	81*	6	28	-3	13	i	·
Cc1ccc(CN2CCN(Cc3ccc(-n4cccn4)cc3)CC2CCO)cc1 (stereo unspecified)	8	1	-36	10	2	·	-5	·	i	0
O=S(=O)(c1ccc(Cl)s1)N1CCN(Cc2ccccc2)CC1	19	2	0	·	1	·	5	·	i	-4
CCN1CCN(CCCNC(=O)CS(=O)(=O)Cc2nc(-c3cccc(OC)c3)oc2C)CC1	-5	0	-1	-38	2	4	1	5	i	1
N#C/C(=C(\O)C(F)(F)F)c1nnc2n1CCCCC2	-2	-4	-9	4	0	55*	3	23	i	-2
CCOc1ccccc1NC(=O)c1cc(Cl)ccc1NC(=O)c1ccco1	33	4	14	1	-6	-16	1	-6	i	-1
O=C(NC1CCCC1)C(c1ccc(F)cc1)N(C(=O)Cc1cccs1)c1ccc2c(c1)OCCO2 (stereo unspecified)	14	0	0	24	-3	1	-4	2	i	-1
Cn1c(=O)oc2cc(S(=O)(=O)N3CCC(N4CCCCC4)CC3)ccc21	·	-2	6	·	3	·	·	·	·	1
COc1cccc2cc3c(=O)oc4ccccc4c3nc12	13	-2	-23	-15	-4	-4	-1	-1	i	·
COc1ccc(-n2c(CN3CCC(C(N)=O)CC3)nc3ccc([N+](=O)[O-])cc3c2=O)c(OC)c1	7	6	-12	-19	-2	-4	4	2	i	0
COc1ccc(N2CCN(C(CNC(=O)c3cccs3)c3ccco3)CC2)cc1 (stereo unspecified)	9	·	·	-28	·	17	-3	4	i	-1
CC1CCCC(NC(=O)C2CCN(S(=O)(=O)c3cccc4nonc34)CC2)C1C (stereo unspecified)	14	-5	-16	6	1	-6	3	-1	i	2
O=C(NCCC1=CCCCC1)C1CCN(S(=O)(=O)c2cccc3nsnc23)CC1	25	1	22	14	-3	9	-2	-6	i	-3
CN(C)S(=O)(=O)c1ccc(N2CCCC2)c(C(=O)OCC(=O)NC2CCCCC2)c1	30	·	·	2	·	-2	0	-2	i	-1
Cc1cc(C)n(-c2nc(Nc3ccccc3C)nc(-n3nc(C)cc3C)n2)n1	31	4	-3	12	2	1	1	-3	i	-3
COc1ccccc1N1CCN(C2CCCN(C(=O)CCc3c(C)noc3C)C2)CC1 (stereo unspecified)	8	-1	4	-3	0	31	1	3	i	2
Cc1ccccc1-c1nc(CN(Cc2c(C)nn(C)c2C)C2CC2)c(C)o1	12	3	-5	9	8	0	-1	-4	i	0
CC(C)(C)c1cc(NCc2ccccn2)n2ncc(-c3ccc(Cl)cc3)c2n1	-1	4	-1	17	3	-11	5	-1	i	3
O=C(N/N=C/c1ccc(OCC2COCCO2)cc1)c1ccc(Br)cc1 (stereo unspecified)	14	1	-9	-17	7	-2	2	-3	i	-1
O=C(CCC1CCCCC1)Nc1c2c(nn1-c1ccc(F)cc1)CS(=O)(=O)C2	14	-3	-4	11	1	2	-5	-5	i	1
COc1ccccc1Oc1ccc2c(c1)C(=O)N(c1ccccc1)C2=O	3	-2	10	-4	4	12	1	4	i	-4
Cc1ccc2nc(SCC(=O)N/N=C/c3ccc(C(=O)O)cc3)cc(C)c2c1	15	3	-14	1	6	26	-16	10	i	4
CCCCOC(=O)Nc1ccc(S(=O)(=O)Nc2nc(C)cc(C)n2)cc1	11	2	-34	16	2	-1	4	-3	i	-1
O=C(O)C1Cc2ccccc2CN1C(=O)c1ccco1 (stereo unspecified)	-3	2	-11	-15	-2	-1	2	-5	i	-1
CC(C)[C@H](Nc1ccc(C(F)(F)F)cc1[N+](=O)[O-])C(=O)O	13	3	-9	-4	1	4	4	-2	i	-4
CS(=O)(=O)C1=C(O)C(=O)N(c2ccccc2)C1c1ccccc1 (stereo unspecified)	30	-3	-12	-3	2	0	5	-6	i	-5
CCc1cccc(C)c1NC(=O)c1cccc(N(C)C)c1	9	1	-37	-8	1	20	2	-3	i	·
N#C/C(=C/c1cn(-c2ccccc2)nc1-c1cccc(S(=O)(=O)N2CCCC2)c1)C(=O)NCc1ccco1	4	-2	-8	10	-3	25	-3	4	i	0
CCSc1ccc(NC(=O)c2cccnc2)cc1	·	-6	-30	-66	-10	-20	·	5	i	0
CCOC(=O)CSc1nnc(CNC(=O)c2cccs2)n1-c1cc(C)ccc1C	·	1	-5	·	-3	·	·	·	·	1
CCNc1cc(=O)n(C)c(=O)n1C	7	1	4	-8	4	7	-1	-5	i	-2
O=C(Cc1ccc(-n2c(=O)c3ccccc3n(Cc3cccc([N+](=O)[O-])c3)c2=O)cc1)NCC1CCCO1 (stereo unspecified)	34	-2	2	15	2	16	-1	-12	i	0
OCCOCCNc1ncnc2nc[nH]c12	29	-7	-5	-12	-3	-10	0	-4	i	2
CN(C)CCn1c(=O)n(C2CCCCC2)c(=O)c2c3c(sc21)CCCCC3	12	·	·	-8	·	1	1	-2	i	0
NNC(=O)c1ccc(-c2ccccc2F)cc1	10	0	-24	-14	4	5	3	1	i	0
CCCCC(C(=O)O)C(C)CC(=O)Nc1cccc(C(=O)O)c1 (stereo unspecified)	30	4	-2	1	-6	-3	5	-2	i	-4
O=C(c1ccco1)N1CCN(Cc2nc3cc(Cl)ccc3c(=O)[nH]2)CC1	6	-2	5	14	3	18	-3	-4	i	-2
Cc1ccc(C)c(N(CC(=O)NC(C)(C)C)C(=O)CCC(=O)Nc2nccs2)c1	27	0	-13	0	-8	12	3	8	i	0
Cc1csc2nc(O)c(C(=O)NCCC3=CCCCC3)c(=O)n12	6	·	·	8	·	7	1	-1	·	0
(list continues)
SMILES	AI-2 QS modul	HSP90 refold inh	KLF5 inhibitor	aSyn 5UTR inh	IEC-6 cytotox	HSF1 activator	GSK3beta inhib	HSF1 inh	PolyA inh	GSK3 alpha inh
COc1cccc(-n2nc(C(=O)N3CC(C)CC(C)C3)c3ccccc3c2=O)c1 (stereo unspecified)	14	5	-1	19	5	12	-1	-6	·	0
O=C(c1ccccc1)N1CCC(CC2CC(c3cccc(Br)c3)=NO2)(C(=O)NCC2CCCCC2)CC1 (stereo unspecified)	0	1	-1	-6	2	4	2	0	i	0
COc1ccccc1CNC(=O)C1CC(c2ccccc2C(F)(F)F)=NO1 (stereo unspecified)	-9	·	·	11	·	-2	2	-2	i	6
O=C(/C=C/c1ccco1)N(Cc1ccc(Cl)cc1)C1CCS(=O)(=O)C1 (stereo unspecified)	19	3	-26	-12	-7	-2	1	6	i	-1
COc1ccc2c(=O)c(-c3ccccc3)coc2c1	37	4	-159	-65	1	40	0	24	i	-1
CNC(=S)N1N=C(c2ccc(Br)cc2)CC1c1ccc(Br)cc1 (stereo unspecified)	53	6	3	21	-2	-5	2	2	i	-1
Cc1cccc(CSC2=NCCN2C(=O)C2CC2)c1	12	6	-4	-17	2	-13	0	-4	i	0
CC1=C(C(=O)OCC(C)C)C(c2cc3c(cc2Br)OCO3)NC(=O)N1C (stereo unspecified)	12	7	-1	4	-1	4	0	0	i	5
